COUP-TFII inh – inhibitors of human COUP-TFII (NR2F2); P24468; hit rate 0.7% among 370,000; HEK293T NGFI-A luciferase reporter, luminescence; inhibition, % at 8.6 µM; AID 686940;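 active = inhibition above a per-plate cutoff, mean inhibition of test wells between control levels plus 3 SD, cut at about 38% in these data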;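 note: cells cotransfected with COUP-TFII expression vector driving the NGFI-A reporter; 0% = median of COUP-TF2 test wells and 100% = reporter-only cells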
Target sequence (P24468 whole entry, looked up): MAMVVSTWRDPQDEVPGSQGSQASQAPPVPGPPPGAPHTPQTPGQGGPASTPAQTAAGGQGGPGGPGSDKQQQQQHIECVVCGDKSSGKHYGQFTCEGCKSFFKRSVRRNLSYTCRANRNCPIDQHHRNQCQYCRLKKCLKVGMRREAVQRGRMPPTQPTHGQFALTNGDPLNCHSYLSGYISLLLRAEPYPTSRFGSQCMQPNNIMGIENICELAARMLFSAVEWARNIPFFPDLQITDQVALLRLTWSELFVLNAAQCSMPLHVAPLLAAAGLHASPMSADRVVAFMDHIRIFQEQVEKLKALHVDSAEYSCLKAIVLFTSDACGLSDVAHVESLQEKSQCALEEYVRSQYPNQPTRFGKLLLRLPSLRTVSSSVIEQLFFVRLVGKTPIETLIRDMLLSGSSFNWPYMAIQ
EBV LMP1 NFkB – inhibitors of Epstein-Barr LMP1-induced NF-kappaB reporter. LMP1-induced NF-kappaB luciferase reporter cells, luminescence. inhibition, % at 12.5 µM. hit rate 0.69% among 350,000. AID 504558; in the data active = inhibition above about 41%;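 note: 0% = neutral control wells and 100% = reference inhibitor control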
Shn3 3UTR inh – inhibitors of Schnurri-3 3'UTR reporter in osteoblasts; Clone20 osteoblast Shn3 3'UTR firefly luciferase, 24 h; inhibition, % at 12.5 µM; hit rate 0.52% among 360,000; AID 588674;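 active = mean inhibition of at least 75% with every replicate also reaching 75%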;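 note: 0% = median of neutral control wells and 100% = pilot-screen positive control compound; some compounds past the cut are filed as inactive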
* hit, by the source's call; / = no result given. These rows are one share of the data; rates above refer to the full screens.

SMILES	COUP-TFII inh	EBV LMP1 NFkB	Shn3 3UTR inh
COC(=O)c1cn(-c2ccc3c(c2)[C@@]2(CC(=O)N(C)C2c2ccccc2)C(=O)N3CC(C)C)nn1 (some centres undefined)	-10.7	/	/
CCOC(=O)C1CSCCS(=O)(=O)N1Cc1ccccc1F (centres undefined)	8.2	/	/
O=C(O)[C@H](Cc1ccccc1)NC(=O)[C@H]1O[C@@H](n2ccc(=O)[nH]c2=O)[C@H](O)[C@@H]1O	0.2	/	/
Cc1ccccc1CN1CCCCC(NC(=O)c2ccc(Br)cc2)C1=O (centres undefined)	3.1	/	/
COC(=O)C1CN(Cc2cn(Cc3ccccc3)nn2)CCS(=O)(=O)N1Cc1ccc(F)cc1 (centres undefined)	9.9	/	/
O=C(Nc1ccc2c(c1)OCO2)N1CCC(c2nc3ccc(Cl)cc3[nH]2)CC1	-17.1	/	/
CCCCc1c(-c2ccccc2OC)ncn1C(C)c1ccc(Cl)cc1 (centres undefined)	1.6	/	/
O=C(COc1ccc(F)c(Cl)c1)N[C@H]1CCCN(CC2CC2)C1	8.7	/	/
O=C(NCc1cccs1)C1CCN(S(=O)(=O)c2ccccc2[N+](=O)[O-])CC1	-2.8	/	/
CCNc1ccccc1CP(=O)(c1ccccc1)c1ccccc1O (centres undefined)	-2.6	/	/
CCCCCN1CCCCC(NC(=O)C(C)CCC)C1=O (centres undefined)	5.0	/	/
CC(=O)c1cc(-c2ccc(Oc3ccccc3)cc2)c(=O)n2c1CCC2	11.4	/	/
C[C@]12Cc3ccccc3C1CC1=N[C@@H](c3ccc(C(F)(F)F)cc3)O[C@@]13C[C@@H]2C(=O)N3Cc1ccncc1 (some centres undefined)	-1.3	/	/
Clc1cccc(Cl)c1CNc1ccc(N2CCCC2)cc1	-0.3	/	/
COc1cc(C=NNC(=O)CN2CCN(Cc3ccc(C)cc3)CC2)cc(OC)c1O	12.1	/	/
O=C(Nc1ccc(OC(F)(F)F)cc1)Nc1nc2ncccn2c1-c1ccc(C(F)(F)F)cc1	3.5	/	/
O=S1(=O)c2c(cccc2N2CCC[C@@H]2CO)O[C@@H]2CCN1C2	0.4	/	/
C[C@H](O)[C@@H]1CN2CCc3c([nH]c4cccc(-c5ccccc5)c34)[C@@H]2C[C@@H]1N(C)CC1CCCCC1	9.5	/	/
Cc1cc(S(=O)(=O)NC(=O)[C@H]2O[C@@H](n3ccc(=O)[nH]c3=O)[C@H](O)[C@@H]2O)ccc1Br	-0.6	/	/
CC(C)=CC(=O)NCC1CCN(C(=O)C(=O)c2cc3ccccc3o2)CC1	3.4	/	/
O=C(N[C@H](C(=O)N1CCC[C@H]1C(=O)NCc1ccccc1)c1ccccc1)C1CCCC1	16.5	/	/
CC(=NNc1cc(C)c2cc(C)ccc2n1)c1ccccn1	-20.3	/	/
COc1ccc(C(=O)O[C@@H]2CCC[C@@]3(C(=O)N(Cc4ccccc4)c4ccccc43)[C@H]2NC(=O)CCc2ccccc2)cc1OC	9.2	/	/
C=CCN=C1NC(c2cccc(Cl)c2)C(C(=O)OC)=C(C)N1Cc1ccc(C(F)(F)F)cc1 (centres undefined)	-10.7	/	/
COc1ccc(-n2c(SCC(=O)Nc3ccc(Oc4ccccc4)cc3)nnc2-c2cccnc2)cc1	8.1	/	/

More records follow:
SMILES	COUP-TFII inh	EBV LMP1 NFkB	Shn3 3UTR inh
CC(C)CNC(=O)C1CSCCS(=O)(=O)N1Cc1ccc(F)cc1 (centres undefined)	8.7	/	/
COC(=O)C1CN(Cc2ccc(Cl)cc2)CCS(=O)(=O)N1Cc1cn(Cc2ccc(C)cc2)nn1 (centres undefined)	25.1	/	/
C[C@@H]1CN([C@H](C)CO)C(=O)CCCn2cc(nn2)CO[C@H]1CN(C)C(=O)Oc1ccccc1	-14.3	/	/
Cn1c(SCC(=O)Nc2ccc3nc(SCC(=O)N4CCCC4)sc3c2)nnc1-c1ccccc1	16.5	/	/
C=CCCC1CN(CC=C)S(=O)(=O)c2c(F)cccc2O1 (centres undefined)	1.4	/	/
COC(=O)[C@]12C[C@H](CC(=O)N3CCN(C(=O)c4ccco4)CC3)C(=O)N(CCC3=CCCCC3)C1=C[C@H](C(C)C)O[C@@H]2C1CC1	17.6	/	/
CC(C)(C)N(Cc1cn(Cc2ccccc2)nn1)S(=O)(=O)c1ccccc1Br	10.4	/	/
C#CC1c2ccccc2CCN1CC=C (centres undefined)	-8.7	/	/
COC(=O)[C@]12C[C@H](CC(=O)NCc3ccc(OC)c(OC)c3)C(=O)N(Cc3ccccc3)C1=C[C@H](COCc1ccccc1)O[C@@H]2C	8.6	/	/
COc1cccc(/C=C2\CC3(OC(=O)c4ccco4)CCCN2C3)c1 (centres undefined)	8.8	/	/
Cc1ccc(-n2c(SCC(=O)c3ccc(-c4ccccc4)cc3)nnc2-c2ccc(C(C)(C)C)cc2)cc1	10.0	/	/
O=C1NC(NS(=O)(=O)c2ccc(Cl)cc2)(C(F)(F)F)C(=O)N1CCc1ccccc1 (centres undefined)	10.1	/	/
CCN=C1NC(c2cccc(Cl)c2)C(C(=O)OC)=C(C)N1Cc1ccc(C(F)(F)F)cc1 (centres undefined)	0.6	/	/
CCOc1ccc2nc(NC(=O)CSc3nc4c(c(=O)n(C)c(=O)n4C)n3CC)sc2c1	-13.9	/	/
COC(=O)N1CCCC1c1cccc2[nH]cc(C)c12 (centres undefined)	11.7	/	/
COC(=O)C1=C(C)N(Cc2ccc(Cl)cc2)C(=S)NC1c1cccc(F)c1 (centres undefined)	10.0	/	/
CCOc1ccc(-n2c(COc3ccc(Cl)cc3)nnc2SCC(=O)Nc2ccc(OCc3ccccc3)cc2)cc1	10.6	/	/
CCCn1nc(-c2ccccc2)c2nc3ccccc3nc21	3.0	/	/
O=C(NC1CCCCN(Cc2cccc(Cl)c2)C1=O)c1ccc2ccccc2c1 (centres undefined)	-7.3	/	/
COC(=O)[C@]12C[C@H](CC(=O)NCCCCc3ccccc3)C(=O)N(CCC3=CCCCC3)C1=C[C@H](C(C)(C)C)O[C@@H]2C	-13.8	/	/
CCOC(=O)Cn1cc(CN2CCS(=O)(=O)N(Cc3ccc(OC)cc3)C(C(=O)OC)C2)nn1 (centres undefined)	-11.7	/	/
O=C(CSc1nnc(-c2ccccc2)n1-c1ccccc1)NN=C/C=C\c1ccccc1[N+](=O)[O-]	1.2	/	/
O=S1(=O)c2c(cccc2N2CC[C@H](O)C2)OCCCN1C1CC1	-7.2	/	/
Cc1ccc2c(=O)n3c(nc2c1)C(Cc1ccccc1)NC(=O)c1ccc(Cl)cc1-3 (centres undefined)	-5.0	/	/
CC(COc1ccc(S(C)(=O)=O)cc1)CN1CCC(C(O)(c2ccccc2)c2ccccc2)CC1 (centres undefined)	-2.1	/	/

An excerpt from above in order of length of the SMILES, ascending:
SMILES	COUP-TFII inh	EBV LMP1 NFkB	Shn3 3UTR inh
Clc1cccc(Cl)c1CNc1ccc(N2CCCC2)cc1	-0.3	/	/
CCNc1ccccc1CP(=O)(c1ccccc1)c1ccccc1O (centres undefined)	-2.6	/	/
Cc1ccccc1CN1CCCCC(NC(=O)c2ccc(Br)cc2)C1=O (centres undefined)	3.1	/	/
O=C(COc1ccc(F)c(Cl)c1)N[C@H]1CCCN(CC2CC2)C1	8.7	/	/
CC(=O)c1cc(-c2ccc(Oc3ccccc3)cc2)c(=O)n2c1CCC2	11.4	/	/
COc1cc(C=NNC(=O)CN2CCN(Cc3ccc(C)cc3)CC2)cc(OC)c1O	12.1	/	/
O=C(NCc1cccs1)C1CCN(S(=O)(=O)c2ccccc2[N+](=O)[O-])CC1	-2.8	/	/
O=C1NC(NS(=O)(=O)c2ccc(Cl)cc2)(C(F)(F)F)C(=O)N1CCc1ccccc1 (centres undefined)	10.1	/	/
COc1ccc(-n2c(SCC(=O)Nc3ccc(Oc4ccccc4)cc3)nnc2-c2cccnc2)cc1	8.1	/	/
COC(=O)C1CN(Cc2ccc(Cl)cc2)CCS(=O)(=O)N1Cc1cn(Cc2ccc(C)cc2)nn1 (centres undefined)	25.1	/	/
CCOc1ccc(-n2c(COc3ccc(Cl)cc3)nnc2SCC(=O)Nc2ccc(OCc3ccccc3)cc2)cc1	10.6	/	/
C[C@@H]1CN([C@H](C)CO)C(=O)CCCn2cc(nn2)CO[C@H]1CN(C)C(=O)Oc1ccccc1	-14.3	/	/
O=C(O)[C@H](Cc1ccccc1)NC(=O)[C@H]1O[C@@H](n2ccc(=O)[nH]c2=O)[C@H](O)[C@@H]1O	0.2	/	/
C[C@]12Cc3ccccc3C1CC1=N[C@@H](c3ccc(C(F)(F)F)cc3)O[C@@]13C[C@@H]2C(=O)N3Cc1ccncc1 (some centres undefined)	-1.3	/	/
COc1ccc(C(=O)O[C@@H]2CCC[C@@]3(C(=O)N(Cc4ccccc4)c4ccccc43)[C@H]2NC(=O)CCc2ccccc2)cc1OC	9.2	/	/

Continued.
SMILES	COUP-TFII inh	EBV LMP1 NFkB	Shn3 3UTR inh
C=CCN=C1NC(c2ccccc2C(F)(F)F)C(C(=O)OC)=C(C)N1Cc1ccccc1C(F)(F)F (centres undefined)	-0.5	/	/
COc1ccccc1CNC(=O)NNC(=O)CCn1nc(C)c([N+](=O)[O-])c1C	3.7	/	/
O=C(CSc1nc2ccccc2nc1N1CCOCC1)N1CCN(S(=O)(=O)c2cccc([N+](=O)[O-])c2)CC1	1.5	/	/
O=C(Nc1nc2ncccn2c1-c1ccccc1)c1ccc(F)cc1	0.4	/	/
CCCCOCC1CN(Cc2ccccc2OC)S(=O)(=O)c2cc(Cl)ccc2O1 (centres undefined)	-6.4	/	/
C=C(C)C#CC(Cc1ccccc1)NCC1CC1 (centres undefined)	7.7	/	/
COC(=O)c1ccccc1NC(=O)NCC1CCN(Cc2ccc(OC)cc2)CC1	-10.8	/	/
c1ccc(-c2c[nH]c3cccc(C4CCCCC4)c23)cc1	-14.4	/	/
COC(=O)C1=C(C)N(Cc2ccccc2C(F)(F)F)C(=NCC2CC2)NC1c1ccc(F)cc1 (centres undefined)	0.1	/	/
COc1ccc(CCNC(=O)CSc2nc3c([nH]2)c(=O)n(C)c(=O)n3C)cc1	-4.7	/	/
Cc1cc(NS(=O)(=O)c2ccc(NC(=O)CSc3nnc(-c4cccnc4)n3-c3ccccc3)cc2)nc(C)n1	7.0	/	/
Cn1c(SCC(=O)NNC(=O)Nc2ccc(Cl)cc2)nnc1-c1ccccc1	-15.4	/	/
COC(=O)c1cc(-c2cccc3c2sc2ccccc23)c(=O)n2c1CCC2	-7.8	/	/
CC1(C(=O)NCc2ccccc2)CN(S(C)(=O)=O)CC(=O)N1Cc1ccco1 (centres undefined)	9.7	/	/
CCCCc1ccc(-c2noc(CCC(=O)NCC)n2)cc1	31.5	/	/
CCOC(=O)[C@@]12CCC3=C1N(CCC3)C(=O)[C@H](CC(=O)NCc1cccc3ccccc13)C2	14.9	/	/
COC(=O)C1=C(C)N(Cc2ccccc2)C(=NCc2cc(OC)c(OC)c(OC)c2)N[C@H]1c1ccccc1	/	2.3	0.7
CCC(=O)Nc1nonc1-c1nc2ccccc2n1Cc1ccc(Cl)c(Cl)c1	/	9.6	7.6
CCC1=C/C(=C/c2sc3ccccc3[n+]2CC)CC(C)(C)C1	-4.2	-0.8	/
Cc1ccc(N2CCN(S(=O)(=O)N3CCCCC3)CC2)c(C)c1	-3.7	-21.2	/
COc1ccc(CN2C[C@H](Cc3ccccc3)[C@@H](CC(=O)Nc3ccccc3)C2=O)cc1	14.3	-3.9	/
Oc1c(Br)cc(C=Nc2ccc3nc(-c4ccccc4)[nH]c3c2)c(O)c1Br	-28.0	2.0	/
